Giardia kill: Giardia lamblia killing; AID 540267; activity change, % at 7.66 µM, hits read low; Giardia lamblia trophozoite viability; 0.15% of 340,000 active; in the data active = activity change below about -80%; inconclusive = between about -30% and that limit;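 also: parasites exposed to compound for two days anaerobically before the ATP read; % is scaled to controls: 0 for no effect and ±100 for the full control effect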
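Anaerobic 48 hrs incubation at 37 deg C of 100 trophozoites/well with test compounds; ATPLite 1-Step luminescence, 15-30 min RT, reports cellular ATP as viability.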
Gal4-VP16 FLuc: inhibits Gal4-VP16 luciferase reporter, ROR gamma counter-screen | Drosophila S2 Gal4-VP16 UAS-luciferase, luminescence, 20 h | AID 2546 | 3.5% of 310,000 active | Potency, µM (titrated, usually from 53.6 µM), for the others: at the highest dose activity, negative = inhibition, actives largely listed as inhibitors;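 also: Gal4-VP16 expression switched on by copper sulfate through the metallothionein promoter; potency is read from the fitted curve at half-maximal effect; % is scaled to controls: 0 for no effect and ±100 for the full control effect; nearly all actives have a fitted effect of over 50% in size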
BRCA1 expr act: activators of BRCA1 expression | MCF7-BRCA1-FFLuc reporter, luminescence, 48 h; response scale: scaled: vehicle 0%, 10 µM genistein 100% | Potency, µM (series often up to 46.1 µM), without a hit: top-dose activation, most hits filed as activators | 1.1% of 380,000 active | AID 624202; also: potency is read from the fitted curve at half-maximal effect; nearly all actives have a fitted effect of over 80% in size; some results filed as inactive show a strong effect at the top dose
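Reporter cells (MCF7, BRCA1 promoter-firefly luciferase) received library compounds across a concentration series for 48 h. End-point luminescence was measured and concentration-effect curves derived after normalization.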
RORgamma inh: inhibitors of mouse ROR gamma transcriptional activity. P51450. Drosophila S2 Gal4-RORgamma UAS-luciferase reporter, 20 h. Potency, µM (doses to about 53.6 µM), inactives show at the highest dose activity change, negative = inhibition, usual class: inhibitors. 5.4% of 310,000 active. AID 2551; also: potency is read from the fitted curve at half-maximal effect; % is scaled to controls: 0 for no effect and ±100 for the full control effect; nearly all actives have a fitted effect of over 60% in size
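Stable Schneider cell line, Gal4 DNA-binding domain fused to ROR gamma, UAS-luciferase. Cmpd 1 hr RT → CuSO4 700 uM final → 20 hr RT → luciferase reagent 10 min → luminescence.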
ELG1 genotox: inducers of genotoxicity in HEK293T ELG1-luciferase cells; Potency, µM (top dose mostly 46 µM), without a hit: at the highest dose activity change, positive = activation, actives largely listed as activators; AID 504466; HEK293T ELG1-luciferase reporter, luminescence, 16 h; 1.3% of 330,000 active; also: potency is read from the fitted curve at half-maximal effect; % of control where 0% means no effect; nearly all actives have a fitted effect of over 60% in size
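After overnight (16 hr) compound treatment at 37 °C, ELG1-luciferase HEK293T cells were lysed with ONE-Glo; luminescence quantified 30 min later at room temperature.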
p53 reactivator: mutant p53 re-activation in reporter cells; H1299 p53-A138V BP100-luciferase reporter, luminescence, 24 h; Potency, µM (top dose mostly 92.2 µM), for inactives: at the highest dose activity change, positive = activation, hits mostly activators; 0.063% of 320,000 active; AID 504706; also: potency is read from the fitted curve at half-maximal effect; % of control where 0% means no effect; nearly all actives have a fitted effect of over 45% in size
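p53-null H1299 cells stably carrying temperature-sensitive p53-A138V and a BP100-luciferase reporter were pinned with compounds (4-point, 1:5 series) and held 24 hrs at 37 deg C. Luminescence was read 10 min after detection reagent.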
Rab9 prom act: activates the Rab9 promoter | Huh7 Rab9 promoter-luciferase reporter, luminescence, 24 h | Potency, µM (doses to about 9.22 µM), for the others: at the top dose activation, negative = inhibition, hits mostly activators | 2.8% of 320,000 active; also: potency is read from the fitted curve at half-maximal effect; % of control where 0% means no effect; nearly all actives have a fitted effect of over 60% in size
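Measured in stably transfected Huh7 cells bearing a Rab9 promoter–luciferase construct: 24 h compound treatment at 37 °C, followed by luminescence detection.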
PKM2 act: PKM2 (human) enzyme activation; P14618; purified PKM2, Kinase-Glo ATP luminescence, activation; response scale: 0% is enzyme alone, no compound; Potency, µM (series often up to 57.5 µM), for the others: at the highest dose activation, hits mostly activators; 0.34% of 260,000 active; also: potency is read from the fitted curve at half-maximal effect; % is scaled to controls: 0 for no effect and ±100 for the full control effect; nearly all actives have a fitted effect of over 55% in size
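Kinase-Glo luminescence reports ATP generated from ADP (0.1 mM) and PEP (0.5 mM) by purified hPK-M2 after 1 h at room temperature, pH 7.2 imidazole buffer; intermediate enzyme activity allows detecting inhibitors and activators.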
Menin-MLL TR inh: displaces Texas Red mutant MLL peptide from human menin. 0.23% of 270,000 active. Menin + Texas Red MLL mutant peptide, fluorescence polarization. Potency, µM (titrated, usually from 61.6 µM), for the others: at the highest dose FP activity change, negative = inhibition, hits mostly inhibitors. O00255. AID 1768; active = well fitted inhibition curve with a large enough effect in the polarisation, with a control signal flat, not every such curve was filed as active; inconclusive = small, poorly fitted or top-dose-only effect, or effect the other way, or a change in a side signal; inactive = no such curve, though single readings can be large or run the other way; the % refers to the polarisation; also: potency is read from the fitted curve at half-maximal effect; % of control where 0% means no effect; many of its hits are not listed in these tables
Target sequence (O00255 whole entry, looked up): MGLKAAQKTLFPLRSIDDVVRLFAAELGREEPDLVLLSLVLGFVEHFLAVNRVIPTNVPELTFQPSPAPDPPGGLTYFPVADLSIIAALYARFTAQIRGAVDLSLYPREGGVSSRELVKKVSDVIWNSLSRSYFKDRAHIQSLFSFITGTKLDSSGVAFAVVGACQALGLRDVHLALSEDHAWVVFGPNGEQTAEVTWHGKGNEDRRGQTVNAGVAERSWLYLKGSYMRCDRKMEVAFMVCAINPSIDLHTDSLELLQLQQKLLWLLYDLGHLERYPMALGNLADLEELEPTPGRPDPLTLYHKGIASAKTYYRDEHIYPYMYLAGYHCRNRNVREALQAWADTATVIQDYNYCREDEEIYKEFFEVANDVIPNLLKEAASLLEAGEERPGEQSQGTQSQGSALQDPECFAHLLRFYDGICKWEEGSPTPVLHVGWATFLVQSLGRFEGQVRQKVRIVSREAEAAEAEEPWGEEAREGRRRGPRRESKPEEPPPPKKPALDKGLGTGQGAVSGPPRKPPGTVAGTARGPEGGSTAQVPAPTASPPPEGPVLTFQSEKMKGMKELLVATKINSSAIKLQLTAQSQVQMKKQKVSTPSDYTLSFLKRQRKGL
FLuc modulator: firefly luciferase modulation, counter-screen for miR-21 project | purified FLuc, Km substrates, luminescence inhibition | AID 588342 | 6.9% of 360,000 active | Potency, µM (highest dose often 57.5 µM), without a hit: top-dose activity change, negative = inhibition, usual class: inhibitors | P08659;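 also: potency is read from the fitted curve at half-maximal effect; plate controls were vehicle for no effect and reference inhibitor for full effect; nearly all actives have a fitted effect of over 55% in size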
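Biochemical qHTS of compounds, final roughly 60 µM downward over six points, against 10 nM purified firefly luciferase using Km concentrations of substrates (10 uM D-luciferin, 10 uM ATP) in Tris acetate pH 7.5 buffer; luminescence output.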
NPC1 promoter act: activates the NPC1 promoter. Huh7 NPC1 promoter luciferase reporter, 24 h. Potency, µM (top dose mostly 9.22 µM), for the others: at the highest dose activation, actives largely listed as activators. 2.4% of 320,000 active. AID 485313;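 also: potency is read from the fitted curve at half-maximal effect; % of control where 0% means no effect; nearly all actives have a fitted effect of over 60% in size; reporter is driven by a mutant NPC1 promoter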
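Quantitative HTS used a cell-based reporter: Huh7 cells stably bearing the NPC1 promoter upstream of luciferase were treated with compounds for 24 h, and promoter activation was read as luminescence.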
The depositor's hits bear a star; ? = inconclusive; · = no result given; & = joins results of further samples; [ ] = dose if it differs, or a comment. Unless noted, calls follow the shape of the dose curve; as a rule, active = well fitted curve in the direction sought with a large enough effect; inconclusive = small, poorly fitted or top-dose-only effect, or another doubt; inactive = no such curve, though single readings can be large; an effect the other way counts as inactive or inconclusive.

SMILES	Giardia kill	Gal4-VP16 FLuc	BRCA1 expr act	RORgamma inh	ELG1 genotox	p53 reactivator	Rab9 prom act	PKM2 act	Menin-MLL TR inh	FLuc modulator	NPC1 promoter act
C=CCN1C(=O)NC(=O)/C(=C/c2cccn2C)C1=O	-2.6	-3.6%	-2.9%	-28.9%	6.7%	-0.9%	-11.3%	6.9%	16.8%	-3.6%	-6.4%
O=C(O)CCn1cc(C=C2C(=O)NC(=O)NC2=O)c(-c2cc3ccccc3oc2=O)n1	2.8	-4.1%	-1.7%	4.3%	0.8%	-4.1%	-1.2%	0.1%	12.1%	?	-5.8%
N/C(=N\[N+](=O)[O-])N1CCN(C(=O)Oc2ccccc2)CC1	4.7	-4.2%	-9.5%	-14.4%	-5.2%	3.0%	-1.2%	·	-9.1%	-1.1%	3.3%
Nc1ccccc1C(=O)c1ccccc1	-3.3	15.6%	16.2%	17.9%	7.1%	-0.9%	-0.3%	4.5%	4.9%	2.6%	-3.7%
CC(C)(C)c1cc([N+](=O)[O-])cc(C(C)(C)C)c1O	-9.2	4.47µM*	-43.4%	14.1µM*	-5.6%	-5.0%	-22.6%	2.0%	?	?	-13.2%
O=C1C[C@@H](c2ccc(O)cc2)Oc2cc(O)cc(O)c21	3.1	2.6%	2.0%	-13.9%	4.0%	-5.6%	-2.9%	0.9%	12.1%	?	0.4%
CC(C)N(Cc1ccccc1)C(=O)CCS(=O)(=O)c1ccc2c(c1)oc(=O)n2C	-3.7	-0.5%	0.0%	-10.0%	2.6%	?	1.0%	1.6%[0.46 µM]	-3.7%	4.0%&-7.2%	0.0%
CC(C)c1ccc2[nH]c(O)c(N=NC(=O)c3cccc(S(=O)(=O)Nc4ccc(Cl)cc4)c3)c2c1	-11.1	-1.4%	-29.6%	8.0%	9.3%	8.6%	-4.3%	0.9%	?	4.8%	0.7%
CCCc1c(C)nc(SCC(=O)C(C)(C)C)nc1OC(=O)N(C)C	-5.8	-4.7%	-15.1%	34.4%	-3.5%	-5.7%	-4.1%	4.6%	·	-0.2%	0.0%
O=C(C(Cc1ccccc1)NS(=O)(=O)c1cccc2nsnc12)N1CCC2(CC1)OCCO2 (stereo not drawn)	11.2	-2.3%	-0.8%	4.5%	1.6%	5.8%	4.0%	6.6%	9.1%	3.0%	1.7%
O=C(Cc1ccccc1)N1CCN(Cc2cccc(Br)c2)CC1	-14.3	-4.7%	6.2%	23.0%	-3.9%	-3.8%	-7.4%	-4.8%	·	0.6%	-2.6%
COC(=O)C1=C(c2cccc(NC(C)=O)c2)C[C@@H]2CC[C@H]1N2C	-6.5	·	0.0%	·	1.2%	2.4%	-3.7%	·	·	-1.2%	-1.2%
NC(=O)c1ccc(OCCC(O)N2CC=C(c3ccc(F)cc3)CC2)cc1 (stereo not drawn)	8.4	·	-1.2%	·	20.0%	-5.2%	-6.2%	·	·	-1.3%	-2.6%
COCc1cc(C2SCC(=O)Nc3c2c(=O)[nH]n3C(C)C)ccc1OC (stereo not drawn)	8.4	-0.1%	16.8%	-7.8%	0.8%	-2.3%	-4.2%	4.6%	25.9%	8.7%	-1.1%
Cc1c(C(=O)N2CCC3(CC2)OCCO3)oc2ccc(S(=O)(=O)N3CCCCC3)cc12	-6.7	-8.9%	-11.4%	?	-1.9%	-7.4%	-8.3%	9.6%	-27.9%	2.4%	-4.9%
CN1CCC(N(C)c2ncnc3ccc(Br)cc23)CC1	-3.0	·	2.2%	7.7%[0.365 µM]	-29.7%	-13.4%	-1.5%	2.5%	?	3.2%	2.9%
CCCOP(=O)(OCCC)C(Nc1ccc(C(C)C)cc1)c1ccc([N+](=O)[O-])cc1 (stereo not drawn)	5.3	?	·	10.0%	1.9%	-4.2%	-4.3%	-3.9%	?	-3.1%	-1.3%
NP(=O)(OCC(F)(F)F)Oc1cccc2ccccc12 (stereo not drawn)	-12.9	?	-7.8%	15.1%	1.5%	-0.4%	-1.7%	0.2%	-15.2%	-0.2%	0.8%
CN(C)S(=O)(=O)c1cc(C(=O)N2CCC(C(=O)O)(c3ccccc3)CC2)ccc1Cl	6.4	-2.2%	-7.3%	3.8%	0.3%	-2.7%	3.2%	0.4%	-12.6%	-1.0%	-5.6%
C=CCn1c(O)c(C=Nc2ccc(OC)cc2C)c(=O)[nH]c1=O	-3.8	13.1%	-6.3%	24.4%	9.6%	16.4%	-0.9%	3.5%	6.2%	?	0.9%
C[C@H]1CC[C@@]2(C)[C@@H](CC[C@@H]3[C@@H]2CC[C@]2(C)[C@@H](O)CC[C@@H]32)C1	-2.5	0.1%	9.6%	-19.2%	-3.2%	5.2%	-8.8%	9.5%	-13.4%	-0.8%	2.4%
O=C(N/N=C/c1c(O)n(C2CCCCC2)c(=S)[nH]c1=O)c1ccccc1	-17.7	?	50.4%	5.62µM*	?	?	-0.9%	·	38.6%[activator]	-13.4%	-0.8%

Retrieved by structure from above, two records:
SMILES	Giardia kill	Gal4-VP16 FLuc	BRCA1 expr act	RORgamma inh	ELG1 genotox	p53 reactivator	Rab9 prom act	PKM2 act	Menin-MLL TR inh	FLuc modulator	NPC1 promoter act
COC(=O)C1=C(c2cccc(NC(C)=O)c2)C[C@@H]2CC[C@H]1N2C	-6.5	·	0.0%	·	1.2%	2.4%	-3.7%	·	·	-1.2%	-1.2%
O=C1C[C@@H](c2ccc(O)cc2)Oc2cc(O)cc(O)c21	3.1	2.6%	2.0%	-13.9%	4.0%	-5.6%	-2.9%	0.9%	12.1%	?	0.4%

Of the compounds above, 8 have sulfur.
SMILES	Giardia kill	Gal4-VP16 FLuc	BRCA1 expr act	RORgamma inh	ELG1 genotox	p53 reactivator	Rab9 prom act	PKM2 act	Menin-MLL TR inh	FLuc modulator	NPC1 promoter act
CC(C)N(Cc1ccccc1)C(=O)CCS(=O)(=O)c1ccc2c(c1)oc(=O)n2C	-3.7	-0.5%	0.0%	-10.0%	2.6%	?	1.0%	1.6%[0.46 µM]	-3.7%	4.0%&-7.2%	0.0%
CC(C)c1ccc2[nH]c(O)c(N=NC(=O)c3cccc(S(=O)(=O)Nc4ccc(Cl)cc4)c3)c2c1	-11.1	-1.4%	-29.6%	8.0%	9.3%	8.6%	-4.3%	0.9%	?	4.8%	0.7%
CCCc1c(C)nc(SCC(=O)C(C)(C)C)nc1OC(=O)N(C)C	-5.8	-4.7%	-15.1%	34.4%	-3.5%	-5.7%	-4.1%	4.6%	·	-0.2%	0.0%
O=C(C(Cc1ccccc1)NS(=O)(=O)c1cccc2nsnc12)N1CCC2(CC1)OCCO2 (stereo not drawn)	11.2	-2.3%	-0.8%	4.5%	1.6%	5.8%	4.0%	6.6%	9.1%	3.0%	1.7%
COCc1cc(C2SCC(=O)Nc3c2c(=O)[nH]n3C(C)C)ccc1OC (stereo not drawn)	8.4	-0.1%	16.8%	-7.8%	0.8%	-2.3%	-4.2%	4.6%	25.9%	8.7%	-1.1%
Cc1c(C(=O)N2CCC3(CC2)OCCO3)oc2ccc(S(=O)(=O)N3CCCCC3)cc12	-6.7	-8.9%	-11.4%	?	-1.9%	-7.4%	-8.3%	9.6%	-27.9%	2.4%	-4.9%
CN(C)S(=O)(=O)c1cc(C(=O)N2CCC(C(=O)O)(c3ccccc3)CC2)ccc1Cl	6.4	-2.2%	-7.3%	3.8%	0.3%	-2.7%	3.2%	0.4%	-12.6%	-1.0%	-5.6%
O=C(N/N=C/c1c(O)n(C2CCCCC2)c(=S)[nH]c1=O)c1ccccc1	-17.7	?	50.4%	5.62µM*	?	?	-0.9%	·	38.6%[activator]	-13.4%	-0.8%

This is a subset, so the mix of outcomes need not match the whole.
